AGP1-GFP MLPCN – modulators of AGP1-GFP expression in yeast TOR pathway, primary screen, cell-based, multiplex flow cytometry, S. cerevisiae, MLPCN library; 3 h; GFP as percent of DMSO wells; GFP response vs DMSO, % at 10 µM; actives 0.02% (n = 320,000);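 active = GFP response relative to DMSO above a set limit, near screen average plus 3 SD, cut at about 150% in these data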;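 also: median GFP channel fluorescence of the gated AGP1 strain per well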
MEP2-GFP yeast – modulators of MEP2-GFP levels in yeast, primary screen, S. cerevisiae, multiplex flow cytometry, MLPCN library. GFP response vs DMSO, % at 10 µM. actives 0.51% (n = 330,000). S. cerevisiae MEP2-GFP strain, 3 h; 100% = DMSO control level;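 active = GFP response versus DMSO above a set limit, roughly screen mean plus 3 SD, cut at about 180% in these data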;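 also: median GFP fluorescence of the barcode-gated MEP2-GFP cells per well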
RPL19A TOR yeast – RPL19A-GFP expression modulators in yeast, primary screen, cell-based, S. cerevisiae, multiplex flow cytometry, MLPCN. S. cerevisiae RPL19A-GFP strain, 3 h; hits give low values. AID 2025, 2009. actives 0.3% (n = 330,000). percent response vs DMSO, % at 10 µM;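 active = percent response vs DMSO below 50%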;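 also: median channel GFP fluorescence of the barcoded RPL19A-GFP strain; ratio of sample median GFP to plate DMSO average so 100% = DMSO; lower means less RPL19A-GFP as with rapamycin TOR inhibition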
CIT2-GFP yeast – modulators of CIT2-GFP expression in yeast, primary screen, S. cerevisiae, GFP fusion, multiplex flow cytometry, MLPCN library; actives 0.065% (n = 320,000); GFP response vs DMSO, % at 10 µM; S. cerevisiae CIT2-GFP strain, 3 h; 100 means same as DMSO wells;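 active = GFP response relative to DMSO above a set limit, near the screen mean plus 3 SD, cut at about 150% in these data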;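 also: ratio of well median GFP fluorescence to mean of DMSO wells on the plate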
VLA-4 inh – inhibition in human VLA-4 binding assay, primary screen, VLA-4 allosteric modulator project, MLPCN library, flow cytometry, VLA-4 expressing cells. AID 2557, 2010. actives 0.2% (n = 330,000). Integrin alpha-4 (Homo sapiens), P13612. inhibition, % (about 7 µM as worked out from the volumes in the protocol). ligand binding flow cytometry; in the data active = inhibition above about 50%
Target sequence (P13612 whole entry, looked up): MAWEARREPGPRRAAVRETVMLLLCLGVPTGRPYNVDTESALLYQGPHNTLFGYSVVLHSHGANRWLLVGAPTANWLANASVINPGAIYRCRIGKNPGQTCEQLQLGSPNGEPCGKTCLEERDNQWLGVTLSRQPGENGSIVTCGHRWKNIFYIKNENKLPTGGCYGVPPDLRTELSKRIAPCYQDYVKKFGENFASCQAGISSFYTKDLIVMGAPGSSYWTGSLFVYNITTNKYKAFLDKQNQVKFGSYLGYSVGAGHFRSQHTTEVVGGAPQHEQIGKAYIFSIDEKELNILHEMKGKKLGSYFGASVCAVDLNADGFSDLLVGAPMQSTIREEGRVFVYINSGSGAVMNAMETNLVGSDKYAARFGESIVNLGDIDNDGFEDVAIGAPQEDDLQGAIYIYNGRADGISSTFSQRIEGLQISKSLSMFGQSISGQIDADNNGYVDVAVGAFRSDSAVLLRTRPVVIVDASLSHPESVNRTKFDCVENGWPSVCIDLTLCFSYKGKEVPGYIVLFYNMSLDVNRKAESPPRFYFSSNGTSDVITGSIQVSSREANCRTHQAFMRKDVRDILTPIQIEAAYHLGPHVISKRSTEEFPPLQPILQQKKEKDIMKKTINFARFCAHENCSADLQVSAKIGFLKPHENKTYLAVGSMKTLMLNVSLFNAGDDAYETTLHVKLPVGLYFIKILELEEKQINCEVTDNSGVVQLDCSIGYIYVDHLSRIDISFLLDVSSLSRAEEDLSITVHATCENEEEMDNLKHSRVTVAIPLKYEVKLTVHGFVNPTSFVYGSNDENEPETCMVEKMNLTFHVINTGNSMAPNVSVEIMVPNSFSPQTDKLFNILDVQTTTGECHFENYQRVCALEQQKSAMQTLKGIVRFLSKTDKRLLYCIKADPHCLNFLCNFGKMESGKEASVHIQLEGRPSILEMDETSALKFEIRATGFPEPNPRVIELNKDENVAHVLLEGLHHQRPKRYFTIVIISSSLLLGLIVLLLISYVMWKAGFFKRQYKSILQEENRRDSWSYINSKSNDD
GRK2 aptamer HTS – compounds blocking aptamer binding on GRK2 – biochemical, human GRK2, bead flow cytometry, HTS, primary screen | inhibition of aptamer binding, % at 10 µM | FAM-aptamer displacement from GRK2 | Beta-adrenergic receptor kinase 1 (Homo sapiens), P25098 | actives 0.59% (n = 330,000);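 active = inhibition of aptamer binding above 40%, roughly 3 SD of noise, on plates passing a quality check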;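 also: median bead fluorescence of bound FAM aptamer so fluorescent compounds give negative values; no value below 0 was filed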
Yeast superoxide – reduction of superoxide in aged yeast, primary screen, HTS | superoxide response (% of plate mean), % at 10 µM | S. cerevisiae aged cells, superoxide DHE fluorescence; hits give low values | actives 0.18% (n = 330,000);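 active = superoxide response under a set limit, about three screen SD below normal, cut at about 65% in these data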;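 also: yeast aged for seven days with compound at 30 °C before DHE staining; 100% = average MFI of all compound-treated wells on the plate with controls excluded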
LAP4 TOR yeast – modulators of LAP4-GFP expression in yeast, primary screen, S. cerevisiae, multiplex flow cytometry, MLPCN library; GFP response vs DMSO, % at 10 µM; actives 0.34% (n = 320,000); 3 h; median GFP as percent of DMSO wells;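 active = GFP response vs DMSO above a set limit, about the screen mean plus 3 SD, cut at about 150% in these data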
Active calls of the source: *; / = not tested or not shown.

SMILES | AGP1-GFP MLPCN | MEP2-GFP yeast | RPL19A TOR yeast | CIT2-GFP yeast | VLA-4 inh | GRK2 aptamer HTS | Yeast superoxide | LAP4 TOR yeast
CC(/C=N/NC(=O)c1nnn(-c2nonc2N)c1C(C)C)=C\c1ccco1 | 91 | 96 | 92 | 99 | -28 | 2 | 105 | 91
CN(Cc1ccon1)C(=O)CC1C(=O)NCCN1Cc1ccc(F)c(F)c1 (stereo unspecified) | 97 | 106 | 97 | 98 | -1 | 1 | 94 | 108
Cc1cc(NC(=O)COC(=O)c2ccc([N+](=O)[O-])cc2Cl)no1 | 99 | 100 | 96 | 90 | 0 | 0 | 103 | 99
O=C(CN1CCN(c2ccccc2)CC1)Nc1cccc(C(F)(F)F)c1 | 100 | 102 | 98 | 101 | 12 | 0 | 110 | 100
Cc1cccc(OC(=O)Cn2c(C(F)(F)F)nc3ccccc32)c1 | 99 | 123 | 97 | 95 | 1 | 2 | 109 | 106
CC(=O)n1cc(C2C(=O)CC(C)(C)CC2=O)c2ccccc21 | 101 | 104 | 103 | 96 | -3 | 1 | 87 | 90
CN1C(=O)c2ccc(N3CCCC3)cc2C1=O | 91 | 96 | 93 | 93 | -3 | 0 | 94 | 95
COc1cc(/C=N/Nc2ccc(Cl)nn2)cc(OC)c1O | 105 | 95 | 105 | 113 | -1 | 0 | 98 | 88
CCCCc1nc(NCCN2CCOCC2)c(C#N)c2c1COC(C)(C)C2 | 101 | 96 | 99 | 101 | -2 | 0 | 98 | 93
CCN(CCCNC(=O)COc1cc(=O)n(C)c2ccccc12)c1cccc(C)c1 | 106 | 106 | 102 | 105 | 6 | 0 | 99 | 109
O=C(CNC(=O)c1ccccc1Cl)NCC(c1cccs1)N1CCOCC1 (stereo unspecified) | 106 | 99 | 102 | 100 | 17 | 0 | 112 | 119
O=C(Nc1ccc(Cl)c(Cl)c1)Nc1nnc(CSc2ccccc2)s1 | 105 | 105 | 106 | 111 | 23 | 2 | 115 | 102
O=C(CCc1ccc(S(=O)(=O)N2CCOCC2)cc1)NN=C1CCCCCCC1 | 101 | 104 | 101 | 97 | -8 | 7 | 110 | 105
CC(=O)Nc1ccc(-c2csc(-c3cccnc3)n2)cc1 | 106 | 113 | 105 | 105 | -5 | 0 | 93 | 101
O=C(c1ccccc1)N1N=C(c2ccco2)CC1c1cccs1 (stereo unspecified) | 105 | 99 | 101 | 95 | 13 | 0 | 97 | 104

Structural class, the entries above with a furan ring, fused or not
SMILES | AGP1-GFP MLPCN | MEP2-GFP yeast | RPL19A TOR yeast | CIT2-GFP yeast | VLA-4 inh | GRK2 aptamer HTS | Yeast superoxide | LAP4 TOR yeast
CC(/C=N/NC(=O)c1nnn(-c2nonc2N)c1C(C)C)=C\c1ccco1 | 91 | 96 | 92 | 99 | -28 | 2 | 105 | 91
O=C(c1ccccc1)N1N=C(c2ccco2)CC1c1cccs1 (stereo unspecified) | 105 | 99 | 101 | 95 | 13 | 0 | 97 | 104

Record cards, from the list above:
`O=C(CNC(=O)c1ccccc1Cl)NCC(c1cccs1)N1CCOCC1` (stereo unspecified) is listed with AGP1-GFP MLPCN: 106; MEP2-GFP yeast: 99; RPL19A TOR yeast: 102; CIT2-GFP yeast: 100; VLA-4 inh: 17; GRK2 aptamer HTS: 0; Yeast superoxide: 112; LAP4 TOR yeast: 119
`O=C(Nc1ccc(Cl)c(Cl)c1)Nc1nnc(CSc2ccccc2)s1` is listed with AGP1-GFP MLPCN: 105; MEP2-GFP yeast: 105; RPL19A TOR yeast: 106; CIT2-GFP yeast: 111; VLA-4 inh: 23; GRK2 aptamer HTS: 2; Yeast superoxide: 115; LAP4 TOR yeast: 102
`O=C(c1ccccc1)N1N=C(c2ccco2)CC1c1cccs1` (stereo unspecified) is listed with AGP1-GFP MLPCN: 105; MEP2-GFP yeast: 99; RPL19A TOR yeast: 101; CIT2-GFP yeast: 95; VLA-4 inh: 13; GRK2 aptamer HTS: 0; Yeast superoxide: 97; LAP4 TOR yeast: 104

More structures follow:
SMILES | AGP1-GFP MLPCN | MEP2-GFP yeast | RPL19A TOR yeast | CIT2-GFP yeast | VLA-4 inh | GRK2 aptamer HTS | Yeast superoxide | LAP4 TOR yeast
Cn1cnnc1SCC(=O)Nc1ccc2nc(SCc3cccc4ccccc34)sc2c1 | 101 | 101 | 101 | 105 | 23 | 3 | 118 | 106
Cc1cc(C)cc(N(CCC#N)C(=O)COC(=O)Cn2[nH]c(=O)c3ccccc3c2=O)c1 | 95 | 100 | 97 | 94 | -5 | 0 | 97 | 93
O=C(CCc1c[nH]c2ccccc12)NCc1ccco1 | 104 | 102 | 94 | 95 | 16 | 4 | 96 | 104
CCN1CCN(c2ccc(S(=O)(=O)N3CCCCC3)cc2NC(=O)/C=C/c2ccc([N+](=O)[O-])cc2)CC1 | 89 | 97 | 89 | 89 | 8 | 0 | 104 | 91
Cc1nc2nc(C)c(CCC(=O)N3CCc4ccccc43)c(C)n2n1 | 96 | 97 | 95 | 91 | 12 | 0 | 111 | 95
CSc1ncc(C(=O)Nc2ccccc2F)c(-c2ccccc2)n1 | 101 | 99 | 106 | 95 | 12 | 0 | 96 | 99
Cc1ccc(NS(=O)(=O)c2ccccc2[N+](=O)[O-])cc1C | 97 | 107 | 106 | 101 | 1 | 0 | 101 | 91
NC(=O)c1ccc(NC(=O)COC(=O)CCCN2C(=O)c3cccc4cccc(c34)C2=O)cc1 | 102 | 103 | 110 | 106 | 2 | 0 | 92 | 96
N#CC(C(=O)Nc1ccc(Cl)cc1)=C1Nc2ccccc2N1 | 102 | 108 | 105 | 100 | 16 | 0 | 92 | 109
COc1ccc2cc(C(=O)NCCc3ccccc3)[nH]c2c1 | 102 | 105 | 105 | 97 | 1 | 1 | 97 | 98
COc1cccc(OCCNC(=O)c2cc(OC)c(OC)c(OC)c2)c1 | 106 | 102 | 104 | 112 | 19 | 2 | 106 | 91
COc1ccc(C)cc1-n1cnnn1 | 130 | 106 | 107 | 104 | 2 | 0 | 93 | 122
NC(=O)c1c(NC(=O)C(=O)N2CCOCC2)sc2c1CCCC2 | 104 | 95 | 96 | 104 | 11 | 5 | 100 | 93
Cn1c(=O)c(C(=O)NC2CCCCCC2)c(O)c2ccccc21 | 110 | 102 | 103 | 102 | -1 | 2 | 99 | 96
CCC(=O)N1CCc2cc(S(=O)(=O)CCC(=O)NCc3ccccc3OC)ccc21 | 101 | 100 | 104 | 102 | 6 | 1 | 123 | 92
O=C1NC(=Nc2ccccc2)SC1Cc1cccc(Cl)c1Cl (stereo unspecified) | 104 | 102 | 101 | 104 | 20 | 0 | 90 | 100
CCOC(=O)c1[nH]c(C)c(C(=O)NCCC2=CCCCC2)c1C | 97 | 96 | 94 | 101 | 0 | 1 | 101 | 92
COc1cccc(C2=NOC(C(=O)Nc3ccccc3SC)C2)c1 (stereo unspecified) | 97 | 96 | 98 | 92 | 0 | 0 | 94 | 99
Cn1c(N)c(C(=O)COC(=O)c2ccc3c(c2)OCCO3)c(=O)n(C)c1=O | 102 | 104 | 101 | 101 | 18 | 20 | 87 | 108
CCC(C)Sc1ccc(-c2nc3cnccn3c2NC2CCCCC2)cc1 (stereo unspecified) | 87 | 91 | 93 | 81 | -58 | 0 | 103 | 102
CC(=O)Nc1c2c(nn1-c1ccc(C)cc1)CSC2 | 104 | 95 | 101 | 97 | 20 | 2 | 86 | 98
COc1ccc(C(CNC(=O)c2ccc(NS(=O)(=O)c3ccc(F)c(C)c3)cc2)N(C)C)cc1 (stereo unspecified) | 100 | 105 | 100 | 93 | 5 | 0 | 100 | 108
Cc1ccc2nc3c(cc(C(=O)NC4CCS(=O)(=O)C4)n3Cc3ccccc3)c(=O)n2c1 (stereo unspecified) | 76 | 90 | 85 | 94 | 27 | 0 | 92 | 79
CC1CCN(CCCCOc2cccc(Br)c2)CC1 | 89 | 76 | 98 | 92 | 22 | 0 | 107 | 84
COc1ccc(-c2ccc(-c3noc(-c4ccccc4)n3)c(OC)n2)cc1 | 95 | 103 | 97 | 87 | -18 | 0 | 112 | 98
CC1(CC(=O)N/N=C/c2cc3c(cc2Br)OCO3)OCCO1 | 97 | 101 | 97 | 115 | 14 | 0 | 94 | 100
Cc1ccnc(Nc2nc3ccccc3o2)n1 | 96 | 98 | 98 | 107 | -1 | 1 | 98 | 100
OC1CCC(NC(=S)Nc2ccc(SC(F)F)cc2)CC1 (stereo unspecified) | 100 | 104 | 98 | 102 | 13 | 1 | 100 | 113
COCCCNc1nc2ccccc2nc1NS(=O)(=O)c1ccc(C)c(C)c1 | 92 | 94 | 88 | 79 | 4 | 1 | 101 | 114
CSc1nc2[nH]c3c(c2c2ncnn12)CCCC3 | 98 | 103 | 100 | 106 | 18 | 1 | 91 | 100
CCOP(=O)(OCC)/C(C#N)=C/c1ccc([N+](=O)[O-])cc1 | 96 | 93 | 101 | 99 | 10 | 2 | 94 | 97
O=C(c1cc(-c2ccccc2)nc2ccccc12)N1CCCc2ccccc21 | 92 | 102 | 103 | 79 | -6 | 4 | 76 | 99
COc1ccc2nc(C)cc(SCC(=O)N/N=C/c3ccccc3)c2c1 | 105 | 102 | 104 | 107 | 5 | 1 | 108 | 96
O=C1C(Cl)=C(NCCCO)C(=O)c2ccccc21 | 98 | 100 | 96 | 99 | 0 | 0 | 179 | 97
CCOC(=O)C1(CCc2ccccc2)CCN(C(=O)C2CCOCC2)CC1 | 99 | 100 | 101 | 99 | 5 | 0 | 88 | 98
CCN1C(=O)N[C@@H](c2ccc(Br)cc2)C(C(=O)OC)=C1C | 83 | 87 | 93 | 85 | 22 | 0 | 95 | 122
COc1ccc2c(C(=O)CN3CCC(C)CC3)c[nH]c2c1 | 105 | 98 | 103 | 102 | -17 | 0 | 106 | 95
CC(CC(=O)Nc1cc(C(F)(F)F)ccc1Cl)c1ccccc1 (stereo unspecified) | 106 | 116 | 102 | 106 | 11 | 1 | 81 | 96
Cc1ccccc1S(=O)(=O)/N=C(/Nc1c(C)n(C)n(-c2ccccc2)c1=O)c1ccccc1 | 100 | 100 | 100 | 104 | 10 | 0 | 95 | 100
O=S(=O)(c1cccs1)n1cccn1 | / | 105 | 100 | 105 | 19 | 0 | 102 | 99
Cc1ccc(NS(=O)(=O)c2ccc(C3CCCCC3)cc2)cc1 | 103 | 103 | 104 | 103 | -25 | 0 | 86 | 98

In another format: results already given.
Compound: O=S(=O)(c1cccs1)n1cccn1
  AGP1-GFP MLPCN = /	MEP2-GFP yeast = 105	RPL19A TOR yeast = 100	CIT2-GFP yeast = 105	VLA-4 inh = 19	GRK2 aptamer HTS = 0	Yeast superoxide = 102	LAP4 TOR yeast = 99
Compound: CCOC(=O)C1(CCc2ccccc2)CCN(C(=O)C2CCOCC2)CC1
  AGP1-GFP MLPCN = 99	MEP2-GFP yeast = 100	RPL19A TOR yeast = 101	CIT2-GFP yeast = 99	VLA-4 inh = 5	GRK2 aptamer HTS = 0	Yeast superoxide = 88	LAP4 TOR yeast = 98

Bioassay records from PubChem BioAssay.
